# High-throughput results as filed in PubChem.
# KinaseGlo FLuc: counter-screen: inhibitors of Kinase-Glo firefly luciferase; Q27757; Kinase-Glo luciferase, ATP luminescence, 8 min; Potency, µM (highest dose often 38.3 µM), without a hit: top-dose activity change, negative = inhibition, usual class: inhibitors; 200,000 compounds, 0.28% hits; AID 1379; note: potency is the fitted concentration of half-maximal effect; % is set by controls: 0 for no effect and ±100 for the full control effect; nearly all actives have a fitted effect of over 60% in size
#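 Recombinant Kinase-Glo luciferase, 10 uM ATP (linear range), luciferin; imidazole pH 7.2 / KCl / MgCl2 / Tween / BSA buffer; 8 min RT; luminescence.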
# NPSR antag: neuropeptide S receptor (human) antagonism, cAMP; AID 1461; 220,000 compounds, 1% hits; Potency, µM (titrated, usually from 38.3 µM), for inactives: top-dose activity change, negative = inhibition, actives largely listed as inhibitors; Q6W5P4; CHO-NPSR cells, cAMP TR-FRET, antagonist mode; note: potency is the fitted concentration of half-maximal effect; % is set by controls: 0 for no effect and ±100 for the full control effect; nearly all actives have a fitted effect of over 50% in size; many of its hits are not listed in these tables
# Target sequence (Q6W5P4 whole entry, looked up): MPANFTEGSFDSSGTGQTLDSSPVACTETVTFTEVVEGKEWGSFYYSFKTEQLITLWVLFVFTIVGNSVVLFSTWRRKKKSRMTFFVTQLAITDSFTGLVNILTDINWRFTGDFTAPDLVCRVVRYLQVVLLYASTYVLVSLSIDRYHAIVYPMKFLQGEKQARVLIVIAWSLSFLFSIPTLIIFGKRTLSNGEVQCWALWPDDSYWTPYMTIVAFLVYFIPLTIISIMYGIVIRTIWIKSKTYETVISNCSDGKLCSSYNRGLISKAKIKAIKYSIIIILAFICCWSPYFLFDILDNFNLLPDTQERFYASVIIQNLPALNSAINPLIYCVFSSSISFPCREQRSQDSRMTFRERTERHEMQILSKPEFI
# IMPase Li inh: membrane-permeable IMPase blocker, potentiated with lithium; CHO-M1 cells, IP1 TR-FRET (IP-One), carbachol + lithium; Potency, µM (top dose mostly 59.4 µM), inactives show at the highest dose activity, negative = IMPase inhibition, hits mostly inhibitors; 210,000 compounds, 0.35% hits;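 note: IP1 builds up when IMPase is blocked and the TR-FRET signal falls; potency is the fitted concentration of half-maximal effect; plate controls were basal vehicle for no effect and high inhibitor control for full effect; nearly all actives have a fitted effect of over 50% in size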
#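 Test compounds were applied to CHO-M1 cells previously cultured for 16–30 h at 2000 per well. A small lithium amount accompanied them; after 30 min at 37C, IP1 was quantified by TR-FRET.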
# Lamin A splicing: modulators of lamin A splicing | AID 1487 | Potency, µM (series often up to 46.1 µM), inactives show at the top dose ratio change, negative = inhibition, most hits filed as inhibitors | HeLa LMNA splicing GFP/RFP minigene ratio, 48 h | 200,000 compounds, 0.01% hits; active = well fitted inhibition curve with a large enough effect in the signal ratio, with a control signal flat, not every such curve was filed as active; inconclusive = small, poorly fitted or top-dose-only effect, or effect the other way, or a change in a side signal; the % refers to the signal ratio; note: potency is the fitted concentration of half-maximal effect; % is set by controls: 0 for no effect and ±100 for the full control effect
#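 Read-out is the ratio of GFP to DsRed2 object intensity, acquired by 488 nm laser-scanning cytometry on HeLa lamin A-EGFP minigene reporter cells. Compound incubation 48 hrs at 37 °C in Opti-MEM with 2% FBS; DMSO 0.5% final.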
# HTT aggregate: mutant huntingtin aggregation inhibition. AID 1688. 220,000 compounds, 1.1% hits. Potency, µM (top dose mostly 46.1 µM), for the others: at the top dose activity change, negative = inhibition, usual class: inhibitors. PC12 HttQ103-GFP aggregates, Acumen cytometry, 40 h; note: potency is the fitted concentration of half-maximal effect; % is set by controls: 0 for no effect and ±100 for the full control effect; nearly all actives have a fitted effect of over 60% in size
#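 Read-out: GFP aggregate count by laser scanning cytometer (488 nm excitation, 500-530 nm emission, 1–25 µm objects >6 SD above background). Cells: PC12, inducible HTTex1-Q103-GFP, 100 nM tebufenozide; compounds titrated.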
# CBFb RUNX1 block: blocks binding between human CBF-beta and RUNX1; Q01196+Q13951; AlphaScreen CBFb-His/RUNX1-biotin binding, biochemical; Potency, µM (titrated, usually from 59.8 µM), without a hit: top-dose activity, negative = inhibition, actives largely listed as inhibitors; 230,000 tested, under 10 active; AID 1477; note: % of control where 0% means no effect
#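 Proteins preincubated together for 20 min at RT before compound addition; 15 min later, nickel and streptavidin beads were added and left 90 min prior to AlphaScreen measurement.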
# Epigenetic derep: epigenetic control regulation, reporter derepression. murine LDR cells, GFP reporter derepression, 30 h. Potency, µM (highest dose often 53.9 µM), for inactives: at the top dose GFP activation, most hits filed as activators. 280,000 compounds, 0.2% hits. AID 1865; note: potency is the fitted concentration of half-maximal effect; % of control where 0% means no effect; nearly all actives have a fitted effect of over 60% in size
#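 Derepression of a silenced CMV-GFP reporter in murine LDR cells is scored by enumerating GFP-positive cells with a laser-scanning microplate cytometer after 30 hours of treatment at 37 C.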
# * hit, by the source's call; ? = inconclusive; . = no result given; & = joins results of further samples; [ ] = dose if it differs, or a comment. Unless noted, calls come from the whole dose curve; as a rule, active = well fitted curve in the direction sought with a large enough effect; inconclusive = small, poorly fitted or top-dose-only effect, or another doubt; inactive = no such curve, though single readings can be large; an effect the other way counts as inactive or inconclusive. The list is partial, so the mix of outcomes need not match the whole.
# Results follow in this order: KinaseGlo FLuc | NPSR antag | IMPase Li inh | Lamin A splicing | HTT aggregate | CBFb RUNX1 block | Epigenetic derep
> CC(C)CNC(=O)CSc1nc(-c2cccs2)cc(C(F)(F)F)n1
 : 0% | -12%[46.1 µM] | -5% | -3% | ? | 0% | -2.0%
> CCn1c(SCC(=O)N2CCN(c3ccccc3)CC2)nnc1-c1c[nH]c2ccccc12
 : -5% | -15%[46.1 µM] | 26%[38.3 µM] | ? | -30% | 9% | -0.8%
> Cc1cccc(NNC(=O)C2CCC2)c1
 : . | 2%[7.67 µM] | . | . | -3%[9.22 µM] | 6% | -1.4%
> Cc1c(NC(=O)CN2CCN(c3ccccc3)CC2)c(=O)n(-c2ccccc2)n1C
 : 1% | -2%[46.1 µM] | 3%[38.3 µM] | 2% | 7% | 1% | -1.1%
> CCc1c(C(=O)Nc2cc(C)cc(C)c2)[nH]c(C)c1C(C)=O
 : -2% | -21%[46.1 µM] | -8%[38.3 µM] | 0% | -12% | -5% | -2.6%
> Cc1ccn2cc(CCNC(=O)CC3CCCCC3)nc2c1
 : 0% | 14% | -5% | 0%[9.22 µM] | -14% | 9% | -3.1%
> O=c1cnc2cc([N+](=O)[O-])ccc2[nH]1
 : -1% | -5% | 8% | 24%[46 µM] | 3%[9.22 µM] | 6% | 0.0%
> CCN(Cc1ccncc1)Cc1cn[nH]c1-c1cc(OC)c(OC)c(OC)c1
 : 5% | -9% | 13% | . | 21% | 2% | 0.3%
> O=C(c1ccc(F)cc1)N1CCN(c2ncccn2)CC1
 : 3% | -5%[46.1 µM] | 3%[38.3 µM] | -8% | -2% | 8% | -1.0%
> O=C(NCc1nnc(SCC(=O)N2CCCc3ccccc32)o1)c1c(F)cccc1Cl
 : 0% | -12% | 3% | . | -16% | 3% | 12%
> Cc1ccc(NC(=S)NCCSc2ccc(Cl)cc2)cc1
 : 2% | ? | 22% | ? | ? | -9% | -2.0%
> CC1(C)CC(=O)C(C(N)=NC(=O)c2ccc([N+](=O)[O-])cc2)=C(O)C1
 : 1% | -12% | -5% | . | -8% | 4% | -1.2%
> Cc1cccc(NCc2ccccc2OCc2ccccc2F)c1
 : 0% | -20% | 20% | ? | -3% | 26% | 0.0%
> Cn1c(=O)[nH]c(=O)c2c1nc(N1CCCC1)n2CCCSc1nnnn1-c1ccccc1
 : 2% | 17% | 10% | ? | 8% | -1% | 0.0%
> COC1=C(Nc2ccc(C)cc2)C(=O)c2ccccc2C1=O
 : -12% | -30% | 30%[activator] | ? | ? | . | -1.8%

# A stretch from the list above:
# Results follow in this order: KinaseGlo FLuc | NPSR antag | IMPase Li inh | Lamin A splicing | HTT aggregate | CBFb RUNX1 block | Epigenetic derep
> CC(C)CNC(=O)CSc1nc(-c2cccs2)cc(C(F)(F)F)n1
 : 0% | -12%[46.1 µM] | -5% | -3% | ? | 0% | -2.0%
> CCn1c(SCC(=O)N2CCN(c3ccccc3)CC2)nnc1-c1c[nH]c2ccccc12
 : -5% | -15%[46.1 µM] | 26%[38.3 µM] | ? | -30% | 9% | -0.8%

# Carrying on.
# Results follow in this order: KinaseGlo FLuc | NPSR antag | IMPase Li inh | Lamin A splicing | HTT aggregate | CBFb RUNX1 block | Epigenetic derep
> CC(=O)N1CCCc2cc(S(=O)(=O)Nc3ccc(C)cc3C)ccc21
 : 2% | 15% | -6% | ? | -9% | -1% | 2.0%
> CC1(C)Cc2cccc(C(=O)NCc3ccco3)c2O1
 : . | -5% | . | ? | -11%[9.22 µM] | 2% | 1.1%
> COc1ccccc1NC(=O)c1ccc(NC(=O)CN2CCN(C(=O)c3ccco3)CC2)cc1
 : 2% | -7% | -2% | 2%[46 µM] | -6% | -1% | 0.1%
> COCCCn1c(C2CCCCC2)nc2oc3cc(OC)ccc3c(=O)c2c1=O
 : 13% | ? | 23%[38.3 µM] | 13% | 17% | 17% | -1.9%
> C=C1C(=O)[C@@]23[C@H](O)C[C@@H]4C(C)(C)CC[C@H](O)[C@]4(C)[C@@H]2C[C@H](O)[C@@H]1[C@H]3O
 : 0% | -3% | 1% | ? | 3.2µM* | 1% | 1.0%
> CCCCC/S(CC1CC1(Cl)Cl)=N\S(=O)(=O)c1ccc(C)cc1 (configuration not stated)
 : . | -8% | 6% | . | 0% | -2% | 1.1%
> Cn1nccc1NC(=O)Nc1cccc(Cl)c1
 : . | 2% | . | . | -27%[9.22 µM] | 9% | -1.1%
> CCOC(=O)CSc1nnc(CNC(=O)c2cccs2)n1CCc1ccccc1
 : 0% | -8%[46.1 µM] | 4%[38.3 µM] | 8% | 20% | -2% | -1.2%
> c1ccc(CC2CCN(c3nnnn3-c3ccccc3)CC2)cc1
 : 1% | -22%[46.1 µM] | 25% | ? | ? | 23% | -2.3%
> CC(=O)C1=C(C)NC(SCC(N)=O)=C(C#N)C1c1cccnc1 (configuration not stated)
 : -1% | -10%[46.1 µM] | -6%[38.3 µM] | 5% | -14% | 5% | -0.7%
> Cc1ccc(NC(=O)C(Nc2cccc(C)c2)c2ccccc2)cc1 (configuration not stated)
 : -2% | -53% | 19% | ? | -13% | ? | -1.1%
> Cn1nc(C(=O)OCC(=O)Nc2cccc(S(=O)(=O)N3CCCC3)c2)c2ccccc2c1=O
 : . | 1% | . | . | 5%[9.22 µM] | 6% | -1.5%
> CC(C)(C)C1CCC(OC(=O)CN2CCCCC2)CC1 (configuration not stated)
 : . | -5% | . | . | 0%[9.22 µM] | 12% | -1.0%
> Cc1cc(=O)n2c(C(=O)Nc3ccc(C(=O)OC(C)C)cc3)c(C(=O)Nc3ccccc3)sc2n1
 : -3% | -54% | ? | ? | 5% | -17% | -0.4%
> CCOc1nc(NC(=O)NS(=O)(=O)Oc2ccccc2Cl)nc(-c2ccccc2)n1
 : 12% | 2%[46.1 µM] | 14%[38.3 µM] | 1% | -13% | 2% | -1.1%&0.0%

# Part of the list above in order of number of heavy atoms, descending.
# Results follow in this order: KinaseGlo FLuc | NPSR antag | IMPase Li inh | Lamin A splicing | HTT aggregate | CBFb RUNX1 block | Epigenetic derep
> Cc1cc(=O)n2c(C(=O)Nc3ccc(C(=O)OC(C)C)cc3)c(C(=O)Nc3ccccc3)sc2n1
 : -3% | -54% | ? | ? | 5% | -17% | -0.4%
> COc1ccccc1NC(=O)c1ccc(NC(=O)CN2CCN(C(=O)c3ccco3)CC2)cc1
 : 2% | -7% | -2% | 2%[46 µM] | -6% | -1% | 0.1%
> Cn1nc(C(=O)OCC(=O)Nc2cccc(S(=O)(=O)N3CCCC3)c2)c2ccccc2c1=O
 : . | 1% | . | . | 5%[9.22 µM] | 6% | -1.5%
> Cn1c(=O)[nH]c(=O)c2c1nc(N1CCCC1)n2CCCSc1nnnn1-c1ccccc1
 : 2% | 17% | 10% | ? | 8% | -1% | 0.0%
> CCOc1nc(NC(=O)NS(=O)(=O)Oc2ccccc2Cl)nc(-c2ccccc2)n1
 : 12% | 2%[46.1 µM] | 14%[38.3 µM] | 1% | -13% | 2% | -1.1%&0.0%
> CCOC(=O)CSc1nnc(CNC(=O)c2cccs2)n1CCc1ccccc1
 : 0% | -8%[46.1 µM] | 4%[38.3 µM] | 8% | 20% | -2% | -1.2%
> C=C1C(=O)[C@@]23[C@H](O)C[C@@H]4C(C)(C)CC[C@H](O)[C@]4(C)[C@@H]2C[C@H](O)[C@@H]1[C@H]3O
 : 0% | -3% | 1% | ? | 3.2µM* | 1% | 1.0%
> c1ccc(CC2CCN(c3nnnn3-c3ccccc3)CC2)cc1
 : 1% | -22%[46.1 µM] | 25% | ? | ? | 23% | -2.3%
> CCCCC/S(CC1CC1(Cl)Cl)=N\S(=O)(=O)c1ccc(C)cc1 (configuration not stated)
 : . | -8% | 6% | . | 0% | -2% | 1.1%
> COC1=C(Nc2ccc(C)cc2)C(=O)c2ccccc2C1=O
 : -12% | -30% | 30%[activator] | ? | ? | . | -1.8%
> CC1(C)Cc2cccc(C(=O)NCc3ccco3)c2O1
 : . | -5% | . | ? | -11%[9.22 µM] | 2% | 1.1%
> Cn1nccc1NC(=O)Nc1cccc(Cl)c1
 : . | 2% | . | . | -27%[9.22 µM] | 9% | -1.1%

# (further entries)
# Keys: A = KinaseGlo FLuc; B = NPSR antag; C = IMPase Li inh; D = Lamin A splicing; E = HTT aggregate; F = CBFb RUNX1 block; G = Epigenetic derep
COc1cc(O)c(C(=O)/C=C/c2ccc(O)c(OC)c2)c(OC)c1
  A = -10%	B = .	C = 10%	D = .	E = .	F = -9%	G = 1.3%

CC1CCCCN1CC(=O)Nc1ccccc1Sc1ccccc1 (configuration not stated)
  A = -2%	B = -24%	C = 9%	D = ?	E = -2%	F = 16%	G = 1.1%

Cc1cc(Br)cn2ccnc12
  A = 0%	B = 3%[46.1 µM]	C = -17%[38.3 µM]	D = 8%	E = -6%	F = 5%	G = -2.5%

CCc1cc2c(NCC(=O)O)ncnc2s1
  A = -3%	B = 6%[46.1 µM]	C = -20%[38.3 µM]	D = 4%	E = 1%	F = 11%	G = 1.5%

CC[C@H](C)[C@H](NC(=O)c1ccc(Cl)cc1)C(=O)OCC(=O)c1ccc2c(c1)NC(=O)CO2
  A = -4%	B = ?	C = 32%[activator][38.3 µM]	D = ?	E = ?	F = -1%	G = -0.3%
